Compound activity as filed in PubChem.
KLF5 inh: kruppel-like factor 5 inhibition | DLD-1 KLF5 promoter-luciferase reporter, luminescence | inhibition, % at 5 µM | actives 0.23% (n = 290,000) | AID 1700;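 active = inhibition above a per-plate limit of that plate's mean compound inhibition plus 3 SD, cut at about 60% in these data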;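 also: 0% = DMSO wells and 100% = LY294002 at 200 µM; higher means less KLF5 promoter-driven luciferase light; inactives centre near -14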
GSK3B inh: blocks human GSK3beta kinase activity; P49841; GST-GSK3beta kinase, ADP-Glo luminescence, 60 min; hits give low values; activity score (negative = inhibition), % at 10 µM; actives 0.038% (n = 300,000); AID 2097;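 active = more than half of replicate wells score below -50%, meaning over 50% inhibition versus plate controls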;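 also: 0% = median DMSO wells and -100% = median GW8510 positive control wells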
Target sequence (P49841 whole entry, looked up): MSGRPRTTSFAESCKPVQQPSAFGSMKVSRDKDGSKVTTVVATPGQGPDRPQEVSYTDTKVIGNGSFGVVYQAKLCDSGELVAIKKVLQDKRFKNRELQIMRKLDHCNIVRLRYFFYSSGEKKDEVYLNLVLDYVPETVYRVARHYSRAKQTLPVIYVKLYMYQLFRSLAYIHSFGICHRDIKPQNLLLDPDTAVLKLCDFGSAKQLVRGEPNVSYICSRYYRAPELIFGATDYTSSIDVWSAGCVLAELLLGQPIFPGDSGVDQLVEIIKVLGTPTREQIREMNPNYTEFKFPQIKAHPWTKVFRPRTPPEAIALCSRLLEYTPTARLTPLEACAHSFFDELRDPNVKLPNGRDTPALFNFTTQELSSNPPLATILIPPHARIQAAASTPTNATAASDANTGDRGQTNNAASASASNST
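Assay system: GST-fused GSK3beta enzyme, cell-free / Medium: Tris pH 7.5 buffer with MgCl2, DTT, BSA, heparin / Also added: peptide substrate plus 25 µM ATP (final) / Compound: 10 µM single point / Timing: kinase reaction with compound 60 min at room temperature / Detection: ADP-Glo luminescence / Benchmarks: DMSO neutral wells and GW8510 at 20 µM as positive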
HSF-1 act: increases HSF-1 driven luciferase reporter signal | activation, % at 9 µM | NIH3T3-HGL HSF-1 luciferase reporter, MG132, 8 h; 100% = twice DMSO control signal | actives 1.7% (n = 300,000);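 active = mean replicate activation of at least 50% with a set share of replicates each reaching 50%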;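 also: 0% = median of the neutral control wells and 100% = twice that signal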
aSyn 5UTR inh: 5' untranslated region of α-synuclein, MLPCN primary screen | alpha-synuclein 5'UTR reporter, inhibitor activity | actives 0.82% (n = 300,000) | inhibition, % (tested at 7.5 µM) | AID 1813; in the data active = inhibition above about 60%;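 also: H4 neuroglioblastoma cells stably carrying SNCA 5'UTR luciferase fusion; 0% = DMSO wells and 100% = positive control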
GSK3A inh: human GSK-3 alpha kinase inhibition; ADP-Glo luminescence, 60 min; actives 0.1% (n = 320,000); AID 2650; inhibition, % at 10 µM;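 in the data active = inhibition above about 50%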;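 also: GST-tagged GSK-3 alpha with peptide substrate and 25 µM ATP; 0% = DMSO neutral wells and 100% = GW8510 positive control wells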
Target sequence (P49840 whole entry, looked up): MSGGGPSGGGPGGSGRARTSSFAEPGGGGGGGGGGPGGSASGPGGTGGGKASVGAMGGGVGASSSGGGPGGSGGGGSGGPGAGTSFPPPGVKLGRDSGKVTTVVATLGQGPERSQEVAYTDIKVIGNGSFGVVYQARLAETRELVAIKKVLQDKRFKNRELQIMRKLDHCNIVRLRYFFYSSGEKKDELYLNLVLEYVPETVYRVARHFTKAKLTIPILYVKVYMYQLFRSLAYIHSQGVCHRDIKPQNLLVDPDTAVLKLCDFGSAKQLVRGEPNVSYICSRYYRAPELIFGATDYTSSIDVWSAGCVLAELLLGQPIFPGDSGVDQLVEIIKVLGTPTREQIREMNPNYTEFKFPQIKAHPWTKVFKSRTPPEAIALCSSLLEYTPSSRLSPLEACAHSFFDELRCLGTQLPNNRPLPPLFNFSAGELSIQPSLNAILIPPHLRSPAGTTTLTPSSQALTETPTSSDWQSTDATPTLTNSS
HSP90 refold inh: HSP90 refolding inhibition in rabbit reticulocyte lysate; luciferase refolding luminescence, 3 h; inhibition, % at 5.6 µM; actives 0.91% (n = 290,000); AID 1789;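 active = inhibition above the screen-wide mean plus 3 SD, computed separately per campaign, cut at about 16% in these data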;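 also: 0% = DMSO wells and 100% = 60 µM geldanamycin wells; inhibitors lower the luminescence because luciferase stays unfolded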
AI-2 QS modul: modulates the Vibrio harveyi AI-2 quorum sensing system | Vibrio harveyi JMH597 AI-2 luminescence/OD600 ratio, 9 h; hits give low values; strain lacks LuxN and CqsS sensors; 0 = neutral-control median | activity change, % at 7.5 µM | actives 0.4% (n = 300,000) | AID 2094; in the data active = activity change below about -75%, passing the limit was not always enough;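 also: luminescence divided by OD600 gain over 9 h not by final OD600 alone; inactives centre near 13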
IEC-6 tox: kills IEC-6 intestinal cells in KLF5 counter-screen. AID 1825. inhibition, % at 5 µM. IEC-6 cytotoxicity, luminescence viability. actives 0.78% (n = 290,000); in the data active = inhibition above about 22%;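 also: 0% = plate median of test compound wells and 100% = cytotoxic reference compound wells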
HIF act: HIF pathway transcriptional activation; U2OS HRE-luciferase reporter, luminescence; normalized: DMSO 0%, desferrioxamine 100%; activation, % at 7.5 µM (by protocol); actives 0.32% (n = 300,000); AID 1910;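 active = mean activation of at least 10% of the iron chelator positive control signal, with at least half of replicates also reaching 10%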
HSF1 inhib: HSF1 inhibition; NIH3T3-HGL HSE-luciferase, MG132-induced, luminescence 8 h; hits give low values; activity change, negative = inhibition, % at 7.5 µM (by protocol); actives 0.77% (n = 300,000); AID 2098;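 active = more than half of replicate wells show activity change below -50%, luminescence cut by over half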;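 also: luciferase reports HSF-1 transcriptional activity via heat shock element; 0% = median of DMSO wells and -100% = zero luminescence signal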
Starred values were filed as active, the others as inactive; x = not tested or not shown.

Order of values – aSyn 5UTR inh	KLF5 inh	IEC-6 tox	AI-2 QS modul	HSP90 refold inh	HSF1 inhib	GSK3A inh	HIF act	HSF-1 act	GSK3B inh
CCc1nn(CCCC(=O)NCc2cc(Br)ccc2OC)c(=O)c2cc3occc3n12
→ 4	-22	-3	14	-4	-10	2	0.2	2	0
Cc1nn(C)cc1/C=C/C(=O)c1ccc(O)cc1
→ -229	-76	3	20	-3	13	6	2.7	22	-1
Cc1ccc(OCC(=O)NCC(=O)Nc2ccc(F)c(F)c2F)c([N+](=O)[O-])n1
→ 12	12	6	24	-3	-8	-5	-0.2	-10	2
CCOC(=O)N1CCN(c2nnc(-c3ccccc3)c3ccccc23)CC1
→ 4	4	0	11	0	2	-3	0.0	-7	1
COc1ccc(CCN(Cc2cc3cc(C)cc(C)c3nc2Cl)C(=O)C2CC2)cc1
→ -2	-21	1	14	-1	-1	-6	0.0	-10	-3
CC(C)CCNC(=S)Nc1ccc2nc3n(c(=O)c2c1)CCCCC3
→ -13	-13	-2	10	-3	5	-3	-0.3	2	0
Nn1c(Cc2ccccc2)nc2cc(Cl)ccc2c1=O
→ -5	-16	-2	13	-3	-4	-1	0.7	-4	1
COc1ccc(S(=O)(=O)NCC(=O)N(CC(=O)NCC2CCCO2)c2ccccc2C)cc1 (stereo unspecified)
→ 9	-32	5	22	4	-6	-1	0.1	-1	1
CCOC(=O)c1c(S(=O)(=O)NCC(=O)Nc2cccc(C)c2C)c(C)n(C)c1C
→ 26	2	9	-8	3	-4	7	0.1	1	11
CCn1ncc(/C=C/C(=O)NCc2cnn(C)c2C)c1C
→ -10	-11	-9	24	1	-9	-1	-0.2	1	3
Cc1cc(C)c(NC(=O)c2ccoc2C)c(C)c1
→ 6	-20	-1	7	-1	-4	-2	-26	5	-1
Oc1ccc(-c2nc3ccccc3s2)c(O)c1
→ -145	-180	4	1	3	31	1	1.4	61*	-3
CCCC(=O)Nc1ccc(Cl)c(NC(=S)NC(=O)c2cc3ccccc3o2)c1
→ -8	-8	-7	6	5	-12	-2	0.8	-15	-1
O=C1Nc2cc(C(=O)N3CCOCC3)ccc2S/C1=C\c1ccccc1
→ -34	-11	-3	8	-2	-4	10	-0.2	-10	-5
CCC(CC)C(=O)Nc1cccc(/C(C)=N/NC(=O)c2ccccc2Cl)c1
→ 7	-24	1	14	1	5	1	-53	-4	-1
COc1cc2c(cc1OC)CN(C(=O)c1ccc(OC)c([N+](=O)[O-])c1)CC2
→ 12	4	-1	-8	-4	10	2	0.6	44	-5
O=C(NCC1CCOCC1)C1CCC(=O)N(Cc2cccc(C(F)(F)F)c2)C1 (stereo unspecified)
→ -16	-3	2	9	-7	-5	-2	0.2	-13	-2
Cc1nn(C(C)C(=O)NCc2ccc(Cl)cc2)c(=O)c2cc3occc3n12 (stereo unspecified)
→ 23	-17	-3	-18	-2	4	-11	-0.3	-7	2
C=CCNC(=O)C1(c2ccccc2)CC1(Cl)Cl (stereo unspecified)
→ -23	-17	2	6	-4	23	0	-47	40	0
CCOCCOc1cccc(C(=O)NC(C)c2ccc3ccccc3c2)c1 (stereo unspecified)
→ 17	-10	5	23	-2	5	-2	0.6	17	0
CC(=O)Nc1cccc(-c2nn[nH]n2)c1
→ 1	-20	-13	13	0	3	7	-0.7	-14	2
CCC(=O)N1CCc2cc(S(=O)(=O)N3CCN(c4ccccn4)CC3)ccc21
→ 14	-1	-6	30	-3	8	2	-28	24	2
COc1ccc(NC(=O)CSc2nc(-c3ccncc3)nn2CC(=O)N2CCCC2)cc1
→ 9	-33	-2	11	-2	-5	-2	0.1	-3	1
COCCN(C(=O)C1CC1)c1nnc(-c2ccc(C)cc2)s1
→ -48	-46	8	11	1	4	0	2.9	-7	-2
CCn1c(C)nc2cc(C(=O)N/N=C/c3cccc(OC)c3O)ccc21
→ 47	21	-1	0	1	0	-2	2.8	5	-1
Nn1c(SCC(=O)Nc2ccc(OC(F)F)cc2)nnc(Cc2ccccc2)c1=O
→ -3	x	x	-92*	x	-5	0	-0.9	-6	4
CCOC(=O)N1CCN(Cc2nc3cc(NC(=O)c4ccco4)ccc3n2CC)CC1
→ -56	-40	-2	2	2	2	-3	1.8	-1	-1
CCOC(=O)c1[nH]c2ccccc2c1NC(=O)CC(C)C
→ 2	x	x	10	x	3	-3	0.0	4	-2
COc1ccc(/C=C(/C#N)C(=O)Nc2ccccc2C)cc1C(=O)O
→ 8	-26	-12	15	-3	-5	-3	-0.1	13	4
CC(=O)Nc1ccc(NC(=O)Nc2ccc3c(c2)N(C)C(=O)CS3)cc1
→ -7	-1	0	18	0	-6	x	-0.1	4	3
CCOCCCNC(=O)c1c[nH]c2ccc(C)cc2c1=O
→ 15	-30	5	23	1	4	-1	-0.1	8	-1
COc1ccc(N2CCN(c3nc(=S)n(-c4ccccc4)c(C)c3C(C)=O)CC2)cc1
→ 2	-22	-3	35	5	16	-3	0.2	11	1
O=C(CSc1ccc(Br)cc1)NCC(c1cccs1)N1CCOCC1 (stereo unspecified)
→ 3	x	x	11	x	18	x	-0.2	-1	3
O=C(Cc1csc(NC(=O)Nc2cccc(Cl)c2)n1)NCc1ccccn1
→ -40	x	x	13	x	27	2	1.6	24	2
CCSc1nnc(NC(=O)CC(C)C)s1
→ -41	-8	0	6	2	0	-3	0.2	2	-3
Cc1cc(O)ccc1NC(=S)NC(=O)c1cncc(Br)c1
→ -4	9	2	20	-4	0	0	-0.2	3	3
O=C1CNC(=S)N1CCc1ccc(Cl)cc1
→ -7	-21	2	12	3	15	-3	-0.3	47	4
COc1ccc2oc(=O)c(-c3cn4ccc(C)cc4n3)cc2c1
→ -54	-39	2	28	-2	12	2	1.2	28	0
O=C(CSc1nnc(-c2cccnc2)o1)Nc1nccs1
→ -59	x	x	6	x	11	0	-16	28	-1
C=CCn1c(C)cc(-c2csc(NC(=O)CCc3nc4ccccc4c(=O)[nH]3)n2)c1C
→ 15	x	x	43	x	-10	0	-0.4	-13	-2

By substructure, those above with an NH in an aromatic ring.
Order of values – aSyn 5UTR inh	KLF5 inh	IEC-6 tox	AI-2 QS modul	HSP90 refold inh	HSF1 inhib	GSK3A inh	HIF act	HSF-1 act	GSK3B inh
CC(=O)Nc1cccc(-c2nn[nH]n2)c1
→ 1	-20	-13	13	0	3	7	-0.7	-14	2
CCOC(=O)c1[nH]c2ccccc2c1NC(=O)CC(C)C
→ 2	x	x	10	x	3	-3	0.0	4	-2
CCOCCCNC(=O)c1c[nH]c2ccc(C)cc2c1=O
→ 15	-30	5	23	1	4	-1	-0.1	8	-1
C=CCn1c(C)cc(-c2csc(NC(=O)CCc3nc4ccccc4c(=O)[nH]3)n2)c1C
→ 15	x	x	43	x	-10	0	-0.4	-13	-2

Going on with the list.
Order of values – aSyn 5UTR inh	KLF5 inh	IEC-6 tox	AI-2 QS modul	HSP90 refold inh	HSF1 inhib	GSK3A inh	HIF act	HSF-1 act	GSK3B inh
COc1ccc(C(CNC(=O)c2ccc(S(=O)(=O)Nc3ccccc3C)cc2)N2CCOCC2)cc1 (stereo unspecified)
→ 9	x	x	15	x	-10	-4	-0.3	-19	-1
Cc1c(Cl)cccc1NC(=O)CCCn1cnc([N+](=O)[O-])n1
→ 5	-31	3	21	18*	0	x	-0.1	5	2
Cc1nccc(-c2cc(-c3ccc(Cl)cc3Cl)no2)n1
→ -135	-59	-2	6	6	5	-1	3.1	21	3
CC(C)(C)c1ccccc1NC(=O)COC(=O)CN1C(=O)NC2(CCCC2)C1=O
→ 7	x	x	12	x	-3	-2	0.5	-7	0
COc1ccc2oc(C(=O)OCC(=O)N3CC(C)OC(C)C3)c(C)c2c1 (stereo unspecified)
→ 10	-29	2	10	-1	2	0	0.0	1	-3
O=C(NCCCN1CCOCC1)c1ccc(Sc2cccc(Cl)c2)c([N+](=O)[O-])c1
→ 6	-31	2	0	-2	2	1	-0.1	3	-2
COC(=O)CN1C(=O)N/C(=C/c2cc(Cl)c(OC)c(OC)c2)C1=O
→ 7	-10	9	2	-3	3	-1	0.0	-5	3
COc1ccccc1CN1CC(C(=O)NCCn2nc(C)cc2C)CCC1=O (stereo unspecified)
→ -6	-7	-3	25	-8	-1	-2	0.4	-4	-1
COc1ccc(N(C(=O)c2snc(C(N)=O)c2N)C(C(=O)NC2CCCC2)c2ccco2)cc1OC (stereo unspecified)
→ -3	-5	4	16	4	6	x	0.0	12	4
C[C@@H]1CC[C@@]2(O[C@@H](CCO)C[C@H](O)[C@H]2O)O1
→ 12	x	x	16	x	-3	-1	0.5	-9	2

Entries of single compounds, quoted from the list:
`CC(C)(C)c1ccccc1NC(=O)COC(=O)CN1C(=O)NC2(CCCC2)C1=O` is listed with aSyn 5UTR inh = 7; KLF5 inh = x; IEC-6 tox = x; AI-2 QS modul = 12; HSP90 refold inh = x; HSF1 inhib = -3; GSK3A inh = -2; HIF act = 0.5; HSF-1 act = -7; GSK3B inh = 0
`COc1ccc2oc(C(=O)OCC(=O)N3CC(C)OC(C)C3)c(C)c2c1` (stereo unspecified) is listed with aSyn 5UTR inh = 10; KLF5 inh = -29; IEC-6 tox = 2; AI-2 QS modul = 10; HSP90 refold inh = -1; HSF1 inhib = 2; GSK3A inh = 0; HIF act = 0.0; HSF-1 act = 1; GSK3B inh = -3

The list goes on:
Order of values – aSyn 5UTR inh	KLF5 inh	IEC-6 tox	AI-2 QS modul	HSP90 refold inh	HSF1 inhib	GSK3A inh	HIF act	HSF-1 act	GSK3B inh
CC(C)CCN1CCN(Cc2cc(F)ccc2-n2cccn2)CC1CCO (stereo unspecified)
→ -2	-12	6	17	3	5	-1	-0.1	24	-2
CCCN(Cc1cc2ccc(C)cc2[nH]c1=O)C(=O)c1ccccn1
→ 4	10	-1	6	-2	6	-3	-0.3	-2	-4
CCOC(=O)N1CCN(CC(O)COC2CC(C)CCC2C(C)C)CC1 (stereo unspecified)
→ 13	9	4	8	0	-7	-4	0.1	6	0
Cc1nn(Cc2ccccc2)c(C)c1NC(=O)CCC(=O)O
→ -14	-14	-2	27	10	x	0	-0.2	x	2
CCC1Oc2ccccc2N(CC(=O)Nc2ccc3c(c2)OCCO3)C1=O (stereo unspecified)
→ x	-12	3	4	-3	x	1	x	x	4

Random draw from the library; overall some 4.7% were active at least once.
